CHX counter – affects cycloheximide protein synthesis inhibition readout, counter-screen; max response, %; 300,000 tested, 12% active; AID 2314; cell reporter, cycloheximide protein synthesis inhibition counterscreen; in the data active = max response mostly above about 13%, no sharp cut-off; inactive = mostly below about 14%; note: read at 38.3 µM for the half of the compounds with a filed dose; 0% is about no effect
Shiga inhibitor – inhibitors of Shiga toxin in Vero cells. Vero cells, Shiga toxin protein synthesis inhibition reporter. inhibition, % at 38.7 µM. 290,000 tested, 9.2% active. AID 2315; in the data active = inhibition mostly above about 28%, no sharp cut-off; inactive = mostly below about 43%; note: 0% is about no effect
TbPYK inhibitor – blocks Trypanosoma brucei pyruvate kinase | Potency, µM (series often up to 76.8 µM), inactives show at the top dose activity, negative = inhibition, hits mostly inhibitors | AID 624173 | Q57TT1 | TbPYK enzyme, Kinase-Glo Plus ATP luminescence, 45 min | 410,000 tested, 0.12% active; note: potency is the fitted concentration of half-maximal effect; % is set by controls: 0 for no effect and ±100 for the full control effect; nearly all actives have a fitted effect of over 50% in size
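Glycolytic pyruvate kinase of T. brucei was incubated with substrate, test compound and 130 uM ADP for 45 minutes at room temperature. Luminescent Kinase-Glo Plus signal was measured after 10 minutes.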
LmPK inhibitor – blocks Leishmania mexicana pyruvate kinase activity; Q27686; purified LmPK, Kinase-Glo ATP luminescence, 1 h; Potency, µM (titrated, usually from 57.5 µM), for inactives: at the top dose activity change, negative = inhibition, hits mostly inhibitors; 290,000 tested, 0.37% active; note: potency is the fitted concentration of half-maximal effect; % is set by controls: 0 for no effect and ±100 for the full control effect
Target sequence (Q27686 whole entry, looked up): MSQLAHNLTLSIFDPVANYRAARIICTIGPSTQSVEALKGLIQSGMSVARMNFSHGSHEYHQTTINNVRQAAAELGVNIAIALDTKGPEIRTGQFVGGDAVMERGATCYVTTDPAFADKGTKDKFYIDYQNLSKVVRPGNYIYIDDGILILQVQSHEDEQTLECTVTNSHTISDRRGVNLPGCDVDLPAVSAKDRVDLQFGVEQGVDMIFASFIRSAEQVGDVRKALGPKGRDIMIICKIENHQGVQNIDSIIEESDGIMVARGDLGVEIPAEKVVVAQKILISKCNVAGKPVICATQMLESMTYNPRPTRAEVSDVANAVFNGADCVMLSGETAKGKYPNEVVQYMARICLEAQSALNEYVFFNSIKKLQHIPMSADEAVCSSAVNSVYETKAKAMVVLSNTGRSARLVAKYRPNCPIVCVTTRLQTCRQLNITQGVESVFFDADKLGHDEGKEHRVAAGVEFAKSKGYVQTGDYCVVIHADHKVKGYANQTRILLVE
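0.1 nM LmPK, 0.5 mM PEP, 0.1 mM ADP; 50 mM imidazole pH 7.2, 7 mM MgCl2, 50 mM KCl; 1 h RT. Kinase-Glo luminescence readout, normalized to no-enzyme (full inhibition) and uninhibited wells.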
AMA1 RON2 block – inhibitors of Plasmodium falciparum AMA1-RON2 interaction; AID 720542; AlphaScreen AMA1-biotinylated RON2 peptide binding; 360,000 tested, 0.2% active; Potency, µM (top dose mostly 58.2 µM), inactives show at the top dose activity change, negative = inhibition, actives largely listed as inhibitors;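 note: potency is the fitted concentration of half-maximal effect; 0% = vehicle wells and -100% = peptide control; nearly all actives have a fitted effect of over 45% in size; some results filed as inactive show a strong effect at the top dose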
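AMA1 (3D7) with his tag at 25 nM final met compounds first, then biotinylated RON2 peptide at 25 nM; detection used donor plus acceptor beads, 10 µg/mL apiece, read by AlphaScreen after 30 min at room temperature.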
Pf growth 96h – P. falciparum growth inhibition at 96 hours; P. falciparum luciferase reporter growth, 96 h; Potency, µM (doses to about 28.7 µM), without a hit: at the highest dose activity change, negative = inhibition, usual class: inhibitors; 320,000 tested, 6.9% active; note: potency is the fitted concentration of half-maximal effect; % is set by controls: 0 for no effect and ±100 for the full control effect
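Two parasite generations (96 h, 37 C, 5% CO2) of compound exposure in infected erythrocytes (0.05% parasitemia, 2% hematocrit). Luciferase-reporter P. falciparum; decreased luminescence indicates inhibited growth, aimed at apicoplast-acting delayed death.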
Pf growth 48h – P. falciparum growth inhibition at 48 hours (one generation); P. falciparum luciferase growth in erythrocytes, 48 h; Potency, µM (highest dose often 28.7 µM), without a hit: at the top dose activity change, negative = inhibition, hits mostly inhibitors; 310,000 tested, 5.9% active; note: potency is the fitted concentration of half-maximal effect; % is set by controls: 0 for no effect and ±100 for the full control effect
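Cell-based growth assay: transgenic P. falciparum expressing firefly luciferase, cultured in red cells within RPMI 1640 containing 0.5% w/v Albumax, 24 mM bicarbonate and gentamycin. A drop in luciferase activity indicates inhibition.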
Starred values were filed as active, the others as inactive; i = inactive; ? = inconclusive; . = not tested or not shown; [ ] = remark or other dose. Unless noted, calls come from the whole dose curve; as a rule, active = well fitted curve in the direction sought with a large enough effect; inconclusive = small, poorly fitted or top-dose-only effect, or another doubt; inactive = no such curve, though single readings can be large; an effect the other way counts as inactive or inconclusive. Not a hit list; overall some 21% were active at least once.

SMILES	CHX counter	Shiga inhibitor	TbPYK inhibitor	LmPK inhibitor	AMA1 RON2 block	Pf growth 96h	Pf growth 48h
Cc1ccc(/C=N/NC(=O)c2c(C)nc3ccc(Br)cn23)cc1	-1	-2	9%	4%	9%	-94%	8%
Cc1c(C(C)NC(=O)c2ccc3nc(Cc4ccccc4F)oc3c2)cnn1C (centres undefined)	34*	36*	3%	-4%	11%	?	13%
Cc1cc(C)c(S(=O)(=O)NCC(c2ccco2)N2CCc3ccccc3C2)c(C)c1 (centres undefined)	.	.	8%	.	4%	?	9.3µM*
O=C(/C=C/c1ccco1)N1CCC(Cc2ccccc2)CC1	26*	84*	-18%	0%	?	12%[5.75 µM]	?
CCN(CCO)c1ccc(NC(=S)Nc2cccc(S(=O)(=O)N(C)C)c2)cc1	6	5	-19%	-9%	-7%	?	-8%
CS(=O)(=O)Nc1cccc(-c2cn3ccccc3n2)c1	19*	87	3%	-8%	0%	23%	30%[activator]
O=C1CSC(=S)N1c1ccc(F)c(Cl)c1	1	4	0%	-2%	69%[activator]	12µM*	?
CC(=O)NCc1ccc(C(=O)O)cc1	-4	2	4%	-1%	-7%	38%[activator]	29%
Cc1ccc(C(=O)NCCCn2ccnc2)o1	1	-10	-3%	0%	-10%	-22%	.
Cc1cccc(N2C(=O)CC(SC(=Nc3ccccc3)Nc3ccccc3)C2=O)c1 (centres undefined)	0	-8	6%	-1%	5%	?	?
COc1ccc(NC(=O)CCc2nnc3ccc(N4CCC5(CC4)OCCO5)nn23)cc1	1	-14	2%	0%	-19%	49%[activator]	11%
Cc1ccc(C(=O)N[C@H](C(=O)OCc2cc(=O)oc3cc(C)ccc23)C(C)C)cc1	1	-3	0%	-2%	18%	40%[activator]	14%
CCOC(=O)CSc1nc2c(c(-c3ccc(C)o3)c1C#N)CCCC2	7	13	-3%	2%	-29%	-25%	-30%
CCOCC(=O)Nc1cc(C)on1	1	-5	0%	5%	81%[activator]	?	5%
Cc1ccc(C)c(N2CCN(C(=O)CCC(=O)Nc3nnc(C(F)(F)F)s3)CC2)c1	-1	3	-1%	8%	-2%	?	3%
Cc1cc(C)c(S(=O)(=O)c2ccccc2)c(OC(=O)c2c(F)cccc2Cl)n1	-2	21	3%	0%	9%	?	.
COc1ccccc1-c1nnc(SCC(=O)O)n1-c1ccccc1	-2	2	-15%	-1%	-11%	i	8%
CSCC(=O)NC1CCCN(C2Cc3ccccc3C2)C1 (centres undefined)	-1	-4	-23%	-6%	-1%	-20%	4%
CN1CC(C(=O)c2ccc(Cl)cc2)C(c2ccc(N(C)C)cc2)C1 (centres undefined)	21	29	-5%	2%	?	?	?
O=C(CCCOc1ccccc1)NC1CCCc2ccccc21 (centres undefined)	5	11	-2%	4%	-2%	43%[activator]	-2%

Arranged by length of the SMILES (falling): four of the compounds above.
SMILES	CHX counter	Shiga inhibitor	TbPYK inhibitor	LmPK inhibitor	AMA1 RON2 block	Pf growth 96h	Pf growth 48h
COc1ccccc1-c1nnc(SCC(=O)O)n1-c1ccccc1	-2	2	-15%	-1%	-11%	i	8%
O=C(CCCOc1ccccc1)NC1CCCc2ccccc21 (centres undefined)	5	11	-2%	4%	-2%	43%[activator]	-2%
Cc1ccc(C(=O)NCCCn2ccnc2)o1	1	-10	-3%	0%	-10%	-22%	.
CCOCC(=O)Nc1cc(C)on1	1	-5	0%	5%	81%[activator]	?	5%

The results go on:
SMILES	CHX counter	Shiga inhibitor	TbPYK inhibitor	LmPK inhibitor	AMA1 RON2 block	Pf growth 96h	Pf growth 48h
CN(C)c1ccc(-c2nn3c(-c4ccc(Cl)cc4Cl)nnc3s2)cc1	-2	-13	.	2%	.	-17%[5.75 µM]	15%
Cc1cc(C(=O)NNC(=S)NCC(C)C)no1	2	2	0%	0%	39%[activator]	133%[activator]	45%[activator]
Cc1cc(C(=O)Nc2cccc(-c3ccc(N4CCOCC4)nn3)c2)ccc1[N+](=O)[O-]	.	.	-2%	.	-9%	10µM*	?
CC(=O)Nc1c(Cl)cc([N+](=O)[O-])c2ccccc12	-4	-5	-12%	-5%	1%	22%	10%
CN(C)c1ccnc(Nc2ccc(O)cc2)c1C#N	0	-2	-2%	-12%	-8%	10µM*	?
Cc1onc(C(=O)N2CCC(C(N)=O)CC2)c1-c1ccccc1Cl	-3	-9	2%	9%	-6%	-14%	.
COc1ccc(OC)c(NC(=O)c2cc(-c3c(C)cc(C)cc3O)n[nH]2)c1	8	36	1%	-6%	4%	-19%	?
NC1=NN=C(N2N=C(c3ccco3)CC2(O)C(F)(F)F)n2ncnc2C1 (centres undefined)	0	-5	0%	0%	-34%	?	7%
Cc1cc(=O)oc2c(C)c(OCC(=O)NCCN3CCOCC3)ccc12	7	-2	-1%	6%	5%	3%	-16%
CSc1nc2ccccc2c(=O)n1N	-2	12	4%	8%	-3%	5%	7%
CC1CCCCC1NC(=O)C1CCN(C(=O)NC2CCCCC2)CC1 (centres undefined)	-4	17	5%	4%	3%	?	14%
Cc1[nH]c(=O)[nH]c(=O)c1CSCC(=O)OCC(=O)c1ccc(Br)cc1	-4	18	1%	-8%	-7%	-8%	12%
OC1CCCN(Cc2ccccc2)C1 (centres undefined)	3	15	1%	-3%	-6%	16%	.
O=C(CNCCN1CCOCC1)Nc1ccccc1Sc1ccccc1	-2	-9	-4%	-3%	14%	0%	14%
COc1ccccc1N1CCN(C(=O)c2cc3cc(Cl)ccc3[nH]2)CC1	-1	-8	4%	-1%	-1%	?	-17%
CNNC(=S)Nc1ccc(Cl)cc1	-1	-6	-8%	1%	15%	3%	-3%
COC(=O)c1sc(-c2ccc(Cl)cc2)cc1NC(=O)COCC(=O)O	-2	1	4%	1%	-1%	-8%	2.1µM*
CCCCN(C)S(=O)(=O)c1cc(Br)cc2c1N(C(=O)C1CC1)CC2	4	-10	-7%	3%	-1%	?	4.7µM*
CCOc1ccc(NC(=O)c2ccc(NC(=O)c3ccccc3Br)cc2)cc1	.	.	0%	.	9%	11%	0%
Cc1cc(C)cc(Oc2ccc(-c3nnc(-c4ccccc4)o3)cc2[N+](=O)[O-])c1	-5	-10	-2%	0%	-5%	28%	9%
CC(/C=C/c1ccccc1)=N\NC(=O)c1ccncc1	-2	-11	-9%	-2%	41%[activator]	9%	-27%
Fc1cccc(-n2ncc(-c3nnnn3-c3ccccc3)c2C(F)(F)F)c1	2	7	-4%	0%	-4%	?	-5%
Cc1cc(C)nc(SCC(=O)N/N=C\c2sccc2C)n1	8	37	0%	3%	12%	?	46%[activator]
c1ccc(-c2csc3ncnc(NCCCN4CCOCC4)c23)cc1	-2	-10	7%	9%	2%	52%[activator]	-24%
Cc1ccnc(NS(=O)(=O)c2ccc(NC(=O)C3C4C=CC(C4)C3C(=O)O)cc2)n1 (centres undefined)	-2	-7	7%	1%	-1%	?	27%
CCC(C)C1=CC(=Nc2c(C)n(C)n(-c3ccccc3)c2=O)C=C(C(C)CC)C1=O (centres undefined)	-8	-11	-2%	-19%	-4%	29%	0%
COc1ccc(C(C(=O)NCC2CCCO2)N(C(=O)CNC(=O)c2cccs2)c2ccc(C(C)=O)cc2)cc1OC (centres undefined)	8	15	-6%	0%	-10%	?	12µM*
CN(C)CCSc1nc(-c2ccccc2)nc2c1COC(C)(C)C2	-5	-16	-4%	-1%	-7%	.	?
O=C1CNC(=O)N1CC(=O)N1CCCc2ccccc21	-2	11	1%	0%	-2%	20%	.
CC(=O)c1cccc(CN2CCN(CCc3ccccc3)C(CCO)C2)c1 (centres undefined)	-1	10	-9%	6%	-4%	-15%	?
O=C(CNC(=O)c1ccc(S(=O)(=O)N2CCCC2)cc1)N/N=C/c1ccc(Cl)cc1Cl	-3	-10	1%	-1%	18%	-8%	0%
COCCCNC(=S)NC1CCCCC1	1	-4	-2%	-2%	-7%	41%[activator]	-2%
Cc1cc(N2CCN(C)CC2)ccc1NC(=O)c1ccc(-c2ccc(Cl)cc2)o1	.	.	0%	.	-31%	4.1µM*	?
O=C(CN1CCN(S(=O)(=O)N2CCOCC2)CC1)Nc1cc(Cl)ccc1Cl	-5	-11	3%	4%	-1%	24%	-21%
COc1cccc(C(=O)Nc2ccc3[nH]ncc3c2)c1	24*	23	-5%	-3%	-3%	?	170%[activator]
COCCCN1CN(S(=O)(=O)c2ccc(C)cc2C)c2nc3ccccc3nc21	-2	-2	4%	0%	8%	?	?
NC(=S)Nc1cccc2cn[nH]c12	-2	5	-1%	-4%	20%	-20%	53%[activator]
CCOC(=O)/C(C#N)=C(\O)c1ccc(NC(=O)c2ccc([N+](=O)[O-])cc2)cc1	-2	-4	-6%	-2%	-8%	-7%	-16%
Cc1cccc(NS(=O)(=O)c2cccc(C(=O)NCCCN3CCCC3=O)c2)c1	.	.	0%	.	-5%	?	-24%
CC(C)C(=O)Nc1nnc(SCC(=O)NC2CC2)s1	-1	-3	-8%	1%	8%	5.2µM*	15%
O=C(CCc1ccccc1)Nc1cccnc1	13*	104*	-2%	-3%	-7%	49%[activator]	-2%[0.00184 µM]
COc1ccc(-c2cc(C(=O)N(C)Cc3ccccc3)c3ccccc3n2)cc1	10	-2	1%	7%	0%	-24%	?
CCc1noc(C)c1C(=O)NNC(=O)COc1cc(C)ccc1C	.	.	-1%	.	84%[activator]	-10%	7%
Cc1ccc(C(=O)c2c(NC(=O)c3ccccc3C)sc(C)c2C)cc1	12	-4	6%	2%	0%	?	?
CC1=C(C(=O)Nc2ccccn2)C(c2ccc(N(C)C)cc2)n2ncnc2N1 (centres undefined)	12	98	-1%	1%	-21%	2%	40%[activator]
CC(=O)N1CCC(N(CCN2CCOCC2)C(=S)Nc2ccc(C)c(C)c2)CC1	5	31	-1%	4%	-8%	0%	6%
CC1=C(C)CC(C(=O)c2ccc(C)cc2)C(C(=O)O)C1 (centres undefined)	-4	-12	1%	2%	-17%	271%[activator]	.
CN(C)CCNC(=O)CNC(=S)N(CCCN1CCOCC1)Cc1cccs1	-6	-12	-6%	-4%	-5%	-18%	i
CC(C)c1ccc(C(C(=O)NC2CCCC2)N(C(=O)CNC(=O)c2ccco2)c2cccnc2)cc1 (centres undefined)	-3	6	1%	8%	13%	-15%	-6%
COc1ccc(NC(=O)CN(C)CC(=O)N2CCCCCC2)cc1	.	.	-18%	.	29%	67%[activator]	-23%
COC(=O)c1ccc(-c2nc3cc(N)ccc3o2)cc1	18*	38*	4%	-24%	6%	177%[activator]	123%[activator]
CCn1cc[n+](C)c1P(c1ccccc1)c1ccccc1	-5	-11	-5%	1%	-7%	?	1.3µM*
Nc1c(C(=O)CSc2nnc(Cc3ccccc3)o2)c(=O)[nH]c(=O)n1C1CC1	.	.	2%	.	0%	?	?
Cc1ccc(Nc2nnc(SCc3cc(=O)n4cc(C)ccc4n3)s2)cc1	-3	-4	1%	1%	12%[11.6 µM]	?	-27%
